High-throughput results from PubChem BioAssay.
TDP1 block: blocks human tyrosyl-DNA phosphodiesterase 1 | actives 0.28% (n = 350,000) | recombinant TDP1, AlphaScreen DNA substrate cleavage | AID 485290 | Potency, µM (highest dose often 130 µM), inactives show top-dose activity change, negative = inhibition, most hits filed as inhibitors; note: nearly all actives have a fitted effect of over 40% in size
Target sequence (Q9NUW8 whole entry, looked up): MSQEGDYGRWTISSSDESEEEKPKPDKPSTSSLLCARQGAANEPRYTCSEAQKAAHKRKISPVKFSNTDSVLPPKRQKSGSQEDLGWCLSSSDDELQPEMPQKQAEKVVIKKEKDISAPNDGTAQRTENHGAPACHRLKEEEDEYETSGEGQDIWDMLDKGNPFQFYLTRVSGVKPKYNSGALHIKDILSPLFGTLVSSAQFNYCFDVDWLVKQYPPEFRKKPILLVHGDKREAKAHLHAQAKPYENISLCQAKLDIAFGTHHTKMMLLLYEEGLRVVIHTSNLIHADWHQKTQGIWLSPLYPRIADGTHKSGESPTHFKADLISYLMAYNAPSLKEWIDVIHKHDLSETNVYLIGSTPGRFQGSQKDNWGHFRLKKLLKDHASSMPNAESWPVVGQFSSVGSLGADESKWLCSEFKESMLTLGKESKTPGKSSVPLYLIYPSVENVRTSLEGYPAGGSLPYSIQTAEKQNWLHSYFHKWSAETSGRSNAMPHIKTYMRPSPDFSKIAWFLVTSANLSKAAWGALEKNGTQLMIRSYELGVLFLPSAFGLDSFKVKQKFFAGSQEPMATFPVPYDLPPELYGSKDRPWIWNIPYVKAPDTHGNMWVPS
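AlphaScreen read-out: signal falls as enzyme removes the 3' tyrosine-FITC from a 5'-biotinylated DNA oligo (15 nM, 5 min, RT). Enzyme was E. coli-made recombinant Tdp1 at 1 nM, exposed to compound for 15 min beforehand; beads 10 ug/ml, 10 min.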
N370S GC mod: N370S glucocerebrosidase modulation, Gaucher chaperone candidate. P04062. actives 0.092% (n = 330,000). AID 2101. N370S GC spleen homogenate, 4MU-glucoside fluorescence. Potency, µM (titrated, usually from 59.4 µM), for inactives: at the highest dose activity change, negative = inhibition, actives largely listed as inhibitors;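 note: 0% = full enzyme activity and -100% = no enzyme basal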
DT40 TDP1 no CPT: qHTS for Inhibitors of human tyrosyl-DNA phosphodiesterase 1 (TDP1): qHTS in cells in absence of CPT. actives 15% (n = 420,000). DT40 Tdp1-/- hTDP1 cells, no CPT, ATP luminescence, 48 h. Potency, µM (doses to about 46.2 µM), for inactives: at the top dose activity change, negative = growth inhibition, actives largely listed as inhibitors. AID 686978, 2013; note: nearly all actives have a fitted effect of over 55% in size
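Seeded 400 DT40-hTDP1 cells/well (vehicle DMSO, no 20 nM CPT); pinned compounds; ≥48 hr at 37 °C; CellTiter-Glo luminescence as viability measure.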
* marks the source's active call; other numbers are inactive results; ? = inconclusive; . = no result given; [ ] = another dose, or the depositor's remark. Calls come from the whole dose curve; as a rule, active = well fitted curve in the direction sought with a large enough effect; inconclusive = small, poorly fitted or top-dose-only effect, or another doubt; inactive = no such curve, though single readings can be large; an effect the other way counts as inactive or inconclusive. Unless noted, % is set by controls: 0 for no effect and ±100 for the full control effect; potency is the fitted concentration of half-maximal effect.

A first look (four entries):
molecule | TDP1 block | N370S GC mod | DT40 TDP1 no CPT
COc1ccc2nc(C)c(C(N)=O)cc2c1 | 6% | -11% | -6%
O=C(CNCc1ccc(Cl)cc1)Nc1cccc(C(=O)O)c1 | 6% | 11% | ?
Cc1cc(C)nc(SCc2cc(=O)c(OC(=O)c3ccco3)co2)n1 | 5% | 1% | -17%
CC(C)(C)C(=O)OCOP(=O)(OCOC(=O)C(C)(C)C)C(C)(Oc1ccc(O)cc1)P(=O)(OCOC(=O)C(C)(C)C)OCOC(=O)C(C)(C)C | -1% | -1% | .

The listing, repeating the preview:
molecule | TDP1 block | N370S GC mod | DT40 TDP1 no CPT
COc1ccc2nc(C)c(C(N)=O)cc2c1 | 6% | -11% | -6%
O=C(CNCc1ccc(Cl)cc1)Nc1cccc(C(=O)O)c1 | 6% | 11% | ?
Cc1cc(C)nc(SCc2cc(=O)c(OC(=O)c3ccco3)co2)n1 | 5% | 1% | -17%
CC(C)(C)C(=O)OCOP(=O)(OCOC(=O)C(C)(C)C)C(C)(Oc1ccc(O)cc1)P(=O)(OCOC(=O)C(C)(C)C)OCOC(=O)C(C)(C)C | -1% | -1% | .
Cc1cc(=S)[nH]c2ccccc12 | 0% | -5% | ?
CCC(C)N(C(=O)COC(=O)/C=C/c1ccc(O)c(OC)c1)C1CCS(=O)(=O)C1 (configuration not stated) | -2% | 6% | -20%
CCOC(=O)C1=CN(Cc2ccco2)S(=O)(=O)NC1c1ccc(F)c(Cl)c1 (configuration not stated) | 1%[56.1 µM] | . | -9%
COc1ccc(C(=O)C2CCCN(C(=O)c3ccoc3C)C2)cc1F (configuration not stated) | 7% | 0% | ?
O=C(Nc1ccc(Br)cc1)c1cc(S(=O)(=O)N2CCc3ccccc32)ccc1F | 3% | . | 15µM*
O=C(Nc1cc(F)c(Br)cc1F)c1ccc(Cl)cc1 | . | -1% | ?
CC(C)CC(NC(=O)NC(CCC(=O)O)C(=O)O)C(=O)O (configuration not stated) | 0% | ? | .
Cc1ccc2c(CC(=O)N3CCN(S(=O)(=O)c4ccc5c(c4)OCCO5)CC3)coc2c1 | 4% | -26% | ?
CC(=O)N1CCOc2cc(S(=O)(=O)Nc3cccc(C(F)(F)F)c3)c(Cl)cc21 | 11µM* | -15% | ?
COc1ccc(Cl)cc1C(=O)OCC(=O)NC(=O)c1cccn1C | 2% | 2% | -16%
CCS(=O)(=O)c1nc(S(=O)(=O)c2ccc(C)cc2)c(NCCN2CCOCC2)s1 | 3% | -26% | 16%
COc1cc2c(c(OC)c1OC)CCc1cnoc1-2 | . | -5% | ?
O=C(NN=C1CCCC1)c1n[nH]c2c1CCC2 | 4% | 16% | 8%
Cc1cccc(NC(=O)N2CCC(NC(=O)c3ccccc3C)CC2)c1 | 2% | -7% | -5%
CCSc1nnc(NC(=O)Cc2cc(OC)c(OC)c(OC)c2)s1 | 5% | 1% | 13%
COc1cccc(CN(C)C(=O)c2ccc(S(=O)(=O)N3CCCC3)cc2)c1OC | 2% | -27% | ?
Oc1cc(Cc2ccccc2)cnc1CN1CCCCC1 | -6% | 0% | -3%
C/C(=N\Nc1cccc2cccnc12)c1ccc[nH]1 | 12% | -14% | 4.6µM*
Cc1cc(C)cc(OCc2cc(=O)n3c(-c4ccccc4)csc3n2)c1 | 1% | . | -5%
Cc1nccn1-c1ccc(C(F)(F)F)cc1[N+](=O)[O-] | 0% | -1% | ?
CN(C)S(=O)(=O)c1cccc(C(=O)OCC(=O)Nc2sccc2C(N)=O)c1 | 1% | -9% | 21µM*
Cc1ccc(NC(=O)c2c(C(F)(F)F)nn(C)c2SCc2cccc(C(F)(F)F)c2)cc1C | -1% | 23% | 4.1µM*
COC(=O)c1ccc2ccn(CC(=O)NC3CCCCC3)c2c1 | 0% | 10% | -5%
COc1ccccc1CN(C)C(=O)c1cccc(S(=O)(=O)N2CCCC2)c1 | -7% | . | -10%
COc1ccc(OCC(=O)N/N=C(\C)c2ccc(-n3ccnc3)cc2)cc1 | -2% | 4% | ?
NC(=O)SCC(=O)Nc1ccc(Cl)cc1 | 9% | 1% | ?
O=C(Nc1nnc(S(=O)(=O)N2CCCc3ccccc32)s1)c1ccccc1Br | 4% | . | ?
Cc1c(C(=O)O)sc(S(=O)(=O)N2CCN(C(=O)Cc3ccccc3)CC2)c1C(=O)O | -2% | 2% | 7%
Oc1c(Br)cc(Br)cc1C=Nc1ccc2c(c1)OCCO2 | 0% | 7% | ?
COc1ccc(CCNC(=O)CSc2nnc(-c3ccc(F)cc3)o2)cc1OC | 2% | ? | -10%
CC1(C)Cc2ccccc2-c2nnc(SCC(=O)Nc3nc4ccccc4s3)n21 | -2% | 5% | ?
CCOC(=O)c1cc(NC(=O)Cc2ccc(S(=O)(=O)N3CCOCC3)s2)cc(C(=O)OCC)c1 | -2% | -20% | ?
C=CCOCCn1[nH]c2ccccc2c1=O | -2% | -2% | -11%
Cc1ccc(NC(=O)c2cnn(-c3ccccc3)c2C)c(C)c1 | . | 0% | ?
Cc1nc2sc3c(c2c(=O)[nH]1)CCCCC3 | 3% | 7% | 0%
COC(=O)CSc1nc(N)c(C#N)c(C(C)C)c1C#N | 2% | 27% | -6%
COc1ccc(C)cc1S(=O)(=O)N1c2ccccc2CC1C (configuration not stated) | -2% | -7% | ?
Cc1cc(C)cc(-n2ccn(Cc3ccc(F)cc3)c(=O)c2=O)c1 | -4% | . | -24%
COc1cccc(/C=C(\C#N)c2nc3ccc(C)cc3[nH]2)c1OCC(=O)O | 3% | -7% | 6%
C=CC[C@@H](Cc1ccc(F)cc1)C(=O)OC[C@@H]1CCCN1C(=O)[C@H](CC=C)CC(=O)NCCO | 1% | . | ?
COC(=O)c1cc(NC(=O)COC(=O)C2CCC2)cc(C(=O)OC)c1 | 0% | -1% | -2%
N#Cc1ccc(OCC(=O)OCC(=O)c2ccccc2)cc1 | 1% | . | 8%
COc1ccc(CCN2C(=O)CC(N3CCOCC3)C2=O)cc1OC (configuration not stated) | -2% | 7% | 4%
O=C(CCC1CCCC1)N1CCN(C(=O)COc2ccccc2)CC1 | 5% | 5% | ?
NC(=O)c1ccc(NC(=O)COC(=O)CC(NC(=O)c2ccccc2Cl)c2ccccc2)cc1 (configuration not stated) | 0% | -10% | ?
O=C(CSc1nc2ccccc2n1Cc1ccccc1Cl)N/N=C/c1ccccc1C(=O)O | 4% | ? | ?
COC(=O)c1ccc(NC(=O)CN2C(=O)CCc3cc(S(=O)(=O)N4CCCCC4)ccc32)cc1 | 1% | . | -26%
CCN1CCn2c3c(c4cccc(C)c42)CCCC31 (configuration not stated) | . | -4% | -19%
Cc1ccc(C(=O)N2CCC(C(=O)c3ccc(Cl)cc3)CC2)cc1 | . | -2% | 12µM*
COc1ccc(-c2ccc(C#N)c(SCC(=O)NC3CC3)n2)cc1OC | 3% | 18% | -5%
NS(=O)(=O)c1ccc(CNC(=O)CNC(=O)Cc2ccccc2)cc1 | 7% | -1% | -27%
CCOC(=O)C(=O)N1CCN(c2ccccc2OC)CC1 | -5% | 9% | -9%
O=C1[C@H]2[C@@H](c3ccc(F)cc3)N3C(=O)N(c4ccccc4)C(=O)[C@@]3(Cc3ccccc3)[C@H]2C(=O)N1C1CCCCC1 | 0% | -4% | -11%
COc1ccc(N2C3=[N+](CC2(C)O)c2ccccc2CC3)cc1 (configuration not stated) | 5% | 3% | -13%
CCC(NC(=O)CCC(=O)N1CCN(S(=O)(=O)c2ccc(C)cc2)CC1)c1ccc(C)cc1 (configuration not stated) | 1% | . | ?
c1ccc(CSc2nnc(Cc3ccccc3)o2)cc1 | 0% | 10% | ?

Going on with the list.
molecule | TDP1 block | N370S GC mod | DT40 TDP1 no CPT
CC(=O)Nc1cc(C(=O)NCc2ccc(F)cc2)ccc1S(=O)(=O)c1ccc(C)cc1 | 0% | . | ?
CC1(C)CC(=O)C=C(Nc2ccccn2)C1 | 0% | 1% | 8%
Cc1ccc(Cn2nnc3c(=O)n(CC(=O)c4ccccc4)cnc32)cc1 | 2% | 7% | ?
C=C(C)C1CC=C(C)/C(=N/NC(=O)CCCNc2cccc(C)c2)C1 (configuration not stated) | 7% | 4% | 7%
Cc1cc(CN(C)C(=O)CC2C(=O)NCCN2Cc2c(F)cccc2Cl)n[nH]1 (configuration not stated) | 3% | 2% | -13%
Cc1nc2c(C(=O)Nc3ccc(N4CCCC(O)C4)cc3)snc2c(=O)[nH]1 (configuration not stated) | -7% | -7% | 16%
COc1cc(OC)cc(-c2nc3ccccc3c(=O)n2NC(=O)c2cccnc2Cl)c1 | 4% | 7% | -13%
O=C(CSc1ccccc1F)NC(=O)c1ccc(Cl)cc1 | 0% | . | -5%
COC(=O)c1ccccc1NC(=O)Cn1cnc2sc(C)c(S(=O)(=O)N3CCC(C)CC3)c2c1=O | 9% | . | ?
CC(C)(C)c1ccc(C(=O)CC(Sc2ccc(Cl)cc2)C(=O)O)cc1 (configuration not stated) | 0% | 6% | 4.1µM*
O=C(COC(=O)[C@@H]1CCCN1S(=O)(=O)c1ccc(Cl)cc1)NC12CC3CC(CC(C3)C1)C2 | 5% | ? | -24%
C[C@H](CO)N1C[C@H](C)[C@@H](CN(C)S(=O)(=O)c2ccccc2)Oc2c(NC(=O)Cc3ccccc3)cccc2C1=O | 0% | . | ?
Cc1sc2nc(CN3CCCC3)nc(N3CCN(S(=O)(=O)c4cccc(F)c4)CC3)c2c1C | 4% | . | ?
Cc1noc(C)c1-c1nc(CS(=O)(=O)c2ccc(Cl)cc2)no1 | 6% | -5% | 2%
Cc1ccc(C2(C)NC(=O)N(CC(=O)Nc3cccnc3Cl)C2=O)cc1 (configuration not stated) | 4% | -16% | -12%
CCOC(=O)CN(Cc1ccc(OC)c(OC)c1)S(=O)(=O)c1ccc(OC)cc1 | 0% | 5% | -19%
C[N+]1=C2CCCCCN2C(O)(c2ccccc2)C1 (configuration not stated) | -1% | 3% | -4%
O=C(Cn1c(=O)c2cccn2c2ccc(F)cc21)NCc1cccc(Cl)c1 | 9% | . | ?
Cc1c(F)cccc1NS(=O)(=O)c1ccccc1C#N | 5% | 8% | -7%
CCOC(=O)C(C(=O)Nc1cccc(C)n1)C1CCCCC1 (configuration not stated) | 2% | 8% | ?
CC(C)CC(NC(=O)C(Cc1ccc(OCc2ccccc2)cc1)NC(=O)OC(C)(C)C)C(N)=O (configuration not stated) | 3% | 12% | -24%
Cc1ccc2c(=O)cc(C(=O)Nc3sc4c(c3C(=O)NCc3ccco3)CCC4)oc2c1 | 6% | . | -22%
CN(C)c1ccc(/C=N/NC(=O)c2ccc(Cl)cc2)cc1 | -3% | 0% | 0%
Cc1cc(C)nc(N/C(=N/S(=O)(=O)Cc2ccccc2)Nc2ccccc2)n1 | 3% | -12% | ?
CCCOc1ccc(C(=O)ON=C2CCN(C)CC2)cc1 | 6% | 2% | 23%
COC(=O)c1cc(-c2cccc(OC)c2)c2c(=O)[nH]c(=O)n(C)c2n1 | . | -5% | -26%
COc1cc(NC(=S)N(C)CCC#N)c(OC)cc1Cl | 1% | 10% | -28%
O=C(NCN1CCCCC1)c1cnccn1 | 2% | -13% | -15%
COc1cc(Br)cc(CN2CCN(C=O)CC2)c1O | 2% | -1% | ?
O/N=C/c1ccc2cccc(O)c2n1 | 6% | -13% | 6%
COc1ccc(CNC(=O)CN(Cc2ccco2)C(=O)CNS(=O)(=O)c2ccc(C)cc2)cc1 | 17% | -20% | -15%
CCCc1nc2c([nH]1)C(c1cccnc1)C(C#N)=C(N)O2 (configuration not stated) | 3% | -1% | -10%
O=C1Cc2ccccc2C(=O)N1c1ccc(F)cc1Cl | 2% | -2% | 16µM*
O=C(Nc1ccc(S(=O)(=O)N2CCCCC2)cc1)c1ccc(Cl)nc1 | -5% | . | 6.5µM*
COc1ccc(OC)c(-c2cc(C(=O)NC3CCCC3)c3ccccc3n2)c1 | 0% | 4% | ?
CCc1ccc([C@@H]2CC=C(C(=O)O)CN2S(=O)(=O)c2ccc(C)cc2)cc1 | 1% | 5% | -22%
COCC(=O)N(C)c1nnc(-c2cnc(C)cn2)s1 | 7% | 3% | -16%
COc1ccc(CN(Cc2ccc(C(=O)O)cc2)C(=S)Nc2ccccc2Cl)cc1OC | 7% | 4% | -11%
COc1ccc(C(=O)c2sc3nc(-c4ccccc4)ccc3c2N)cc1 | 2% | 6% | -53%

Full records as entered above. Order of screens: TDP1 block	N370S GC mod	DT40 TDP1 no CPT
COc1cc(Br)cc(CN2CCN(C=O)CC2)c1O in the list: 2%	-1%	?
COc1ccc(OC)c(-c2cc(C(=O)NC3CCCC3)c3ccccc3n2)c1 in the list: 0%	4%	?
O=C(Nc1ccc(S(=O)(=O)N2CCCCC2)cc1)c1ccc(Cl)nc1 in the list: -5%	.	6.5µM*

Some of the compounds tested. The share of hits here may be higher or lower than overall.
